Source: PubChem BioAssay (Milwaukee Institute for Drug Discovery)
HCV NS3h FP = hepatitis C NS3 helicase inhibition, primary screen; NS3h Cy5-dT15 DNA binding, fluorescence polarization; inhibition, % at 100 µM; 16,000 tested, 1.6% active; AID 687043;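 active = inhibition above the average over every tested compound plus 3 SD, cut at about 40% in these data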
Cy5 interf NS3h = counter-screen for HCV NS3 helicase inhibitors: fluorescence interference; fluorescence interference ratio at 100 µM; Cy5-dT15 DNA with NS3h; actives lie on both sides; signal over control mean, under 1 quenches; AID 720488; 16,000 tested, 6% active;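 active = compound fluorescence over control fluorescence at most 0.8, a quencher, or at least a set upper limit, an enhancer; inactive = ratio between 0.8 and the set upper limit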
* hit, by the source's call.

SMILES	HCV NS3h FP	Cy5 interf NS3h
Cc1ccc(NCCC(=O)c2ccc(C)o2)cc1	10	0.98
Nc1ccc(C(=O)NCCNCCNC(=O)c2ccc(N)cc2)cc1	15	0.8*
COc1cc(C2CC(C(F)(F)F)n3ncc(C(=O)N4CCN(Cc5ccccc5)CC4)c3N2)cc(OC)c1OC (centres undefined)	5	1
CCOc1ccc(OCCSc2nc3ccccc3c(=O)[nH]2)cc1	2	0.98
COc1ccc(C2C(=C(O)c3ccc(C)cc3)C(=O)C(=O)N2CCCn2ccnc2)cc1 (centres undefined)	-11	1.1
COC(=O)c1ccc(/C=C2/N=C(c3sc4ccccc4c3Cl)OC2=O)cc1	2	1
O=C(N(c1cccc2ccccc12)C1C=CS(=O)(=O)C1)C(F)(F)F (centres undefined)	2	1
O=C(Nc1ccc(Nc2ccccc2)cc1)c1cccc(Br)c1	14	1
CC(C)c1nnc(NC(=O)Nc2ccc(Cl)c(Cl)c2)s1	4	0.97
CC(=O)Nc1ccc(NC(=O)COc2ccccc2)cc1	18	1.1
COc1cccc(C(=O)N2CCN(Cc3ccccc3Cl)CC2)c1	-3	0.95
O=C1N=c2ccc([N+](=O)[O-])cc2=C1c1sc(=S)n(Cc2ccco2)c1O	9	1.1
COc1ccc(CNC(=O)CSCC(=O)Nc2ccc3ccccc3c2)cc1	5	1
O=c1c([N+](=O)[O-])c(Cl)c2ccccc2n1-c1ccccc1	9	1.1
Cc1ccc(N2C(=O)c3ccccc3NC2c2c(F)c(F)c(F)c(F)c2F)cc1 (centres undefined)	7	1
COc1cc(OC)c(OC)cc1CN1CCN(C(=O)c2ccc(F)cc2)CC1	-12	1
COc1ccc(/C=C2\SC(=Nc3ccc(F)cc3)NC2=O)cc1OC	-10	0.87
Oc1ccc(Br)cc1C1N(c2ccccc2)CCN1c1ccccc1	10	0.95
CCOc1ccc(N2C(=O)NC(=O)/C(=C/C=C/c3ccco3)C2=O)cc1	33	1
Cc1ccc(-c2nc3cc(NC(=S)NC(=O)c4ccco4)ccc3o2)cc1	24	1.1
O=C(Nc1nc2ccccc2n1Cc1ccc(Cl)cc1)c1ccc(Cl)cc1	-2	1.1
COCCCNC(=O)CN(c1ccc(Cl)c(C(F)(F)F)c1)S(=O)(=O)c1ccccc1	13	0.91
Cc1ccc(-c2noc(COc3cccc(C)c3)n2)cc1	4	1
CCN(CC)S(=O)(=O)c1ccc(-c2ccc(S(=O)(=O)N(CC)CC)cc2)cc1	4	0.92
O=C(NC(Cc1ccccc1)C(=O)Nc1ccccc1)OCc1ccccc1 (centres undefined)	5	0.68*
CC(=O)NC(c1ccc(C)cc1)c1c(OC(C)=O)ccc2ccccc12 (centres undefined)	5	0.96
Cc1ccc(C(=O)c2c(C)oc3ccc(O)cc23)cc1	13	0.87
O=C(C=C(O)c1cccc([N+](=O)[O-])c1)C(F)(F)F	3	0.91
COc1ccccc1-c1coc2c(CN(C)C)c(O)ccc2c1=O	-2	0.97
CC(C)CN1C(=O)/C(=C/c2cccc([N+](=O)[O-])c2)SC1=S	2	1
CCOc1cc(/C=c2\sc3nc4ccccc4n3c2=O)cc(Br)c1OCc1ccc(F)cc1	-4	0.97
CC(C)CCNC1=CC(=O)CC(c2ccccc2)C1 (centres undefined)	4	1
O=C(NCCNS(=O)(=O)c1ccccc1)c1c(O)c2ccccc2oc1=O	10	0.89
C#CCOc1c(Cl)cc(C2C(C(=O)OC)=C(C)NC3=C2C(=O)c2ccccc23)cc1Cl (centres undefined)	-2	1
CC1(C)CC(=O)C(C=NC(N)=O)=C(O)C1	0	1.1
CC(=O)Nc1ccc(NC(=S)NC(NC(=O)c2cccc([N+](=O)[O-])c2)C(Cl)(Cl)Cl)cc1 (centres undefined)	4	0.89
COc1ccc(/C(C#N)=C/c2ccccc2Br)cc1OC	8	1
CC1CCN(c2nc(-c3ccccc3O)nc3ccccc23)CC1	17	1
Cc1ccc(NC(=O)COc2ccc(Cl)cc2)c([N+](=O)[O-])c1	10	1.1
Cc1ccccc1NC(=S)NC(=O)/C=C/c1ccccc1	13	0.94
CCOc1ccc(C(=O)Nc2cc(Cl)cc(Cl)c2)cc1[N+](=O)[O-]	-7	0.94
CCOC(=O)C1=C(O)/C(=C/N(C)C)N=C1C	-5	1.1
Cc1no[n+]([O-])c1COc1ccccc1C=O	2	1.1
FC(F)(F)c1nc2ccccc2n1CC#CCn1c(C(F)(F)F)nc2ccccc21	15	1.1
CN(C)Cc1c(O)c[n+]([O-])c2ccccc12	4	1

Given with bars between the fields: 18 of the compounds above.
smiles | HCV NS3h FP | Cy5 interf NS3h
O=C(NC(Cc1ccccc1)C(=O)Nc1ccccc1)OCc1ccccc1 (centres undefined) | 5 | 0.68*
CC(=O)NC(c1ccc(C)cc1)c1c(OC(C)=O)ccc2ccccc12 (centres undefined) | 5 | 0.96
Cc1ccc(C(=O)c2c(C)oc3ccc(O)cc23)cc1 | 13 | 0.87
O=C(C=C(O)c1cccc([N+](=O)[O-])c1)C(F)(F)F | 3 | 0.91
COc1ccccc1-c1coc2c(CN(C)C)c(O)ccc2c1=O | -2 | 0.97
CC(C)CN1C(=O)/C(=C/c2cccc([N+](=O)[O-])c2)SC1=S | 2 | 1
CCOc1cc(/C=c2\sc3nc4ccccc4n3c2=O)cc(Br)c1OCc1ccc(F)cc1 | -4 | 0.97
CC(C)CCNC1=CC(=O)CC(c2ccccc2)C1 (centres undefined) | 4 | 1
O=C(NCCNS(=O)(=O)c1ccccc1)c1c(O)c2ccccc2oc1=O | 10 | 0.89
C#CCOc1c(Cl)cc(C2C(C(=O)OC)=C(C)NC3=C2C(=O)c2ccccc23)cc1Cl (centres undefined) | -2 | 1
CC1(C)CC(=O)C(C=NC(N)=O)=C(O)C1 | 0 | 1.1
CC(=O)Nc1ccc(NC(=S)NC(NC(=O)c2cccc([N+](=O)[O-])c2)C(Cl)(Cl)Cl)cc1 (centres undefined) | 4 | 0.89
COc1ccc(/C(C#N)=C/c2ccccc2Br)cc1OC | 8 | 1
CC1CCN(c2nc(-c3ccccc3O)nc3ccccc23)CC1 | 17 | 1
Cc1ccc(NC(=O)COc2ccc(Cl)cc2)c([N+](=O)[O-])c1 | 10 | 1.1
Cc1ccccc1NC(=S)NC(=O)/C=C/c1ccccc1 | 13 | 0.94
CCOc1ccc(C(=O)Nc2cc(Cl)cc(Cl)c2)cc1[N+](=O)[O-] | -7 | 0.94
CCOC(=O)C1=C(O)/C(=C/N(C)C)N=C1C | -5 | 1.1

More structures follow:
SMILES	HCV NS3h FP	Cy5 interf NS3h
CCCN1C(=O)c2ccccc2NC1c1cc(OC)c(OC)c(OC)c1 (centres undefined)	-2	0.96
CC1=NN(c2ccc(S(N)(=O)=O)cc2)C(=O)/C1=C\c1cccc(Br)c1	42*	0.81
COc1ccccc1N1CCN(C(=O)c2ccc(I)cc2)CC1	15	1.1
O=C(Nc1ccc(NC(=O)c2ccc(-c3ccc(Br)cc3)o2)cc1)c1ccco1	7	1.1
N#Cc1c(N)[nH]c(=S)c(C#N)c1-c1ccc(Br)cc1	3	1.1
O=S(=O)(Nc1cc(Cl)c(O)c2ccccc12)c1ccc(F)cc1	40	1
CCCCCCN1C(=O)C(O)=C(C(C)=O)C1c1ccccc1 (centres undefined)	-3	1
C=C(NC(C)=O)C(=O)c1ccc([N+](=O)[O-])cc1	1	0.96
CC(=O)n1nc(C)c2c1CC(C)(C)CC2=O	0	1.1
CCOC(=O)C1CCN(C(=O)COc2ccc3ccccc3c2)CC1	13	1
O=C(C[n+]1ccc(C(=O)NCc2ccccc2)cc1)c1ccc(-c2ccccc2)cc1	10	0.76*
O=C(CSC1CC(=O)N(c2cccc(Br)c2)C1=O)Nc1ccc(Cl)cc1 (centres undefined)	43*	0.79*
COc1ccc(/C=C/C(=O)Nc2ccccc2Cl)cc1Br	19	1
Cc1ccccc1NC(=O)CN(c1ccc(Oc2ccccc2)cc1)S(C)(=O)=O	19	0.96
COc1ccc(N(CC(=O)Nc2cccc(C(F)(F)F)c2)S(=O)(=O)c2ccccc2)cc1Cl	-8	1
Cc1ccc(S(=O)(=O)NCc2ccco2)cc1C	8	0.99
COc1ccc(/C=C2/SC(=S)N(CCC(=O)N3CCN(C4=NC(=O)/C(=C\c5ccc(C)cc5)S4)CC3)C2=O)cc1	-1	1.1
CCN(CC)c1ccc(/C=C/c2[nH]c(=O)[nH]c(=O)c2[N+](=O)[O-])c(OC)c1	54*	0.92
Clc1cccc(-c2ncnn2-c2cccc(Cl)c2)c1	4	1
O=C(NC1CCCCC1)c1cccc(S(=O)(=O)N2CCOCC2)c1	0	0.97
CCc1ccc(/C(=C2/OC(=O)c3ccccc32)[N+](=O)[O-])cc1	-9	0.95
O=[N+]([O-])c1ccc(N2CCN(S(=O)(=O)c3ccc(Cl)cc3)CC2)cc1N1CCOCC1	16	0.95
C/C(=N/N=C(\C)c1cccs1)C1C(=O)c2ccccc2C1=O	4	1
CSc1nc2ccccc2n1CC(=O)NC(c1ccccc1)c1ccccc1	10	0.99
COC(=O)C1=C(C)N=c2s/c(=C\c3ccc(Cl)cc3)c(=O)n2C1c1ccc(OC)c(OC)c1 (centres undefined)	16	0.9
O=[N+]([O-])c1cccc(C(=S)N2CCOCC2)c1	3	1
Cc1onc(-c2ccccc2)c1C(=O)Nc1ccc(O)c(C(=O)O)c1	4	1
Cc1ccc(S(=O)(=O)N(Cc2ccccc2)c2ccccc2C(=O)Nc2ccc(C)c(C)c2)cc1	4	0.96
COc1ccc(C2NC(c3ccc(OC)cc3)C3CCCC2C3=O)cc1 (centres undefined)	6	1
COc1ccc(C(CC(=O)c2ccc(O)cc2)S(=O)(=O)c2ccc(C)cc2)cc1 (centres undefined)	3	1
Cc1cccc(N2CCN(C(=S)c3ccc(-c4ccccc4[N+](=O)[O-])o3)CC2)c1	8	1
Cc1ccc(C(O)(C(=O)NCc2ccc(N(C)C)cc2)c2ccc(C)cc2)cc1	-4	0.91
COc1ccccc1NC(=O)C1=C(C)NC(=S)NC1c1ccc(C)cc1 (centres undefined)	14	1
O=C(/C=C/c1ccccc1)Nc1ccc(Cl)cn1	10	1
COc1ccc(NC(=S)NC(NC(=O)c2cccc([N+](=O)[O-])c2)C(Cl)(Cl)Cl)cc1 (centres undefined)	3	0.84
O=C(CN1CCOCC1)Nc1c(-c2ccccc2)c2cc(Br)ccc2[nH]c1=O	2	1
c1ccc(Cn2c(CSc3nc4ccccc4o3)nc3ccccc32)cc1	1	0.98
COc1ccc(-c2cc(-c3ccccc3)nc(=O)[nH]2)cc1	-6	0.91
O=C(NCCO)c1ccc(I)cc1	3	1.2
CCCC(=O)Nc1ccc(N2CCN(C(C)=O)CC2)cc1	0	1.1
COc1ccc(O)c(C(=O)CC(=O)c2ccccc2)c1	11	1
Cc1ccnc(NS(=O)(=O)c2ccc(NC(=O)c3cccc(Oc4ccccc4)c3)cc2)n1	6	1
CC1(C)N([O-])c2cc([N+](=O)[O-])ccc2[N+]1=O	17	0.81
COc1cccc(N2C(=O)C(=Cc3ccc(OC)cc3OC)C(=O)NC2=S)c1	16	0.93
O=C(Nc1ccccc1)Nc1nnc(-c2cccc(Br)c2)s1	3	1.1
COc1ccc(N(CC(=O)Nc2c(C)n(C)n(-c3ccccc3)c2=O)S(=O)(=O)c2ccc(C)cc2)cc1	1	1
Cc1ccc(N2C(=O)CC(N3CCN(c4ccc([N+](=O)[O-])cc4)CC3)C2=O)cc1 (centres undefined)	6	1
O=C(O)COc1ccc(N2C(=O)c3ccc(C(=O)O)cc3C2=O)cc1	-16	0.85
CNC(=O)CN(c1cc(OC)ccc1OC)S(C)(=O)=O	0	1.1
CCOC(=O)C1=C(C)N=c2s/c(=C\c3ccc(N(C)C)o3)c(=O)n2C1c1ccc(OCC)cc1 (centres undefined)	1	0.8*
COc1ccccc1N1CCN(/N=C\c2cc([N+](=O)[O-])ccc2Cl)CC1	5	0.98
O=C(O)/C=C\C(=O)Nc1ccc(Cl)c(C(F)(F)F)c1	-19	1.1
COc1ccc(NC(=O)/C(C#N)=C\c2ccc(-c3ccc(C)cc3Br)o2)cc1	6	1.1
O=[N+]([O-])c1ccc(OCCS(=O)(=O)c2ccccc2)c(OCCS(=O)(=O)c2ccccc2)c1	8	0.94
O=S1(=O)C=CC(Nc2cccc(C(F)(F)F)c2)C1 (centres undefined)	-7	1.1
O=S(=O)(NCc1ccccc1)c1ccc2ccccc2c1	17	0.92
CCOC(=O)C1CCN(C(=O)C2c3ccccc3Oc3ccccc32)CC1	9	0.99
CC1=C(C(=O)Nc2cccc(Cl)c2)C(c2ccc(O)cc2)NC(=S)N1 (centres undefined)	-1	1
S=C(Nc1ccccc1)Nc1ccc(Cc2ccc(NC(=S)Nc3ccccc3)cc2)cc1	5	0.94
NC(=O)CN(c1cccc([N+](=O)[O-])c1)S(=O)(=O)c1ccccc1	10	0.98

Next part
SMILES	HCV NS3h FP	Cy5 interf NS3h
CC(C)(C)C(=O)Nc1ccc(NC(=O)C(C)(C)C)c(Cl)c1	1	1
O=C(Nc1c(-c2ccccc2)nc2ccc(Cl)cn12)c1ccc(F)cc1	10	0.96
N/C(=N/OC(=O)c1ccc(F)cc1)c1cccnc1	0	1
CC(=O)Nc1ccccc1NC(=O)c1ccc(F)cc1	8	0.93
Cc1ccc(NC2(c3ccc(Cl)cc3)C(=O)c3ccccc3C2=O)cc1	17	1
Cc1cc2nc3s/c(=C/c4cn[nH]c4-c4ccccc4)c(=O)n3c2cc1C	-7	1.1
COc1ccc(N(CC(=O)Nc2ccc(Oc3ccccc3)cc2)S(C)(=O)=O)cc1	20	0.99
COc1cc(/C=C2\SC(N)=NC2=O)c([N+](=O)[O-])cc1OC	-15	0.77*
O=C(O)c1ccc(Oc2ccc(NC(=O)c3cccc(F)c3)cc2)cc1	-5	1
N#CCCN1CCN(C(CNS(=O)(=O)c2ccc(Cl)cc2)c2ccccc2)CC1 (centres undefined)	0	1.1
CCOc1ccc(Cl)cc1/C=C1/SC(=S)N(CC)C1=O	32	0.91
COc1ccc(/C=C/c2cc[n+](C)cc2)cc1	4	1.1
CC1S/C(=N\N=C/c2cccc(Br)c2)NC1=O (centres undefined)	-1	1.1
